High-throughput results (PubChem)
MITF primary: human MITF inhibition, primary screen | actives 0.91% (n = 650,000) | inhibition, % at 2.6 µM | AlphaScreen MITF homodimerization, bead proximity signal | AID 1259374; in the data active means inhibition above about 50%;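 further: 0% = vehicle wells with protein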
Target sequence (O75030 whole entry, looked up): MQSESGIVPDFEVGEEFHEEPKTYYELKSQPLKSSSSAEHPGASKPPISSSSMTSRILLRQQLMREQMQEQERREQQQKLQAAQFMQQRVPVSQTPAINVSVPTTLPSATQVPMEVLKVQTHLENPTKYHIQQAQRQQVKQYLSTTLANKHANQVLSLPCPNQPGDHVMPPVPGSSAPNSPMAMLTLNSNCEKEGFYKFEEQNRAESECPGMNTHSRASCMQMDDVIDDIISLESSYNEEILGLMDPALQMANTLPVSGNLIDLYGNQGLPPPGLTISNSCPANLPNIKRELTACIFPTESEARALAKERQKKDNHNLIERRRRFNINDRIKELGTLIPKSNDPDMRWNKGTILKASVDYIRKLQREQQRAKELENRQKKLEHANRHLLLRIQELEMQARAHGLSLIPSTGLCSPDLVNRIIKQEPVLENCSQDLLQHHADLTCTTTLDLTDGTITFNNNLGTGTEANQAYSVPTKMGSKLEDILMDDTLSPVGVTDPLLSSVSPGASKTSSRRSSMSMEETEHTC
FBW7 activator: activators of human E3 ligase FBW7; Q969H0; AlphaScreen FBW7–phospho-cyclin E peptide binding, activator screen; normalized activity (activation), % at 26.1 µM; actives 0.13% (n = 650,000); in the data active means normalized activity above about 1.9%;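 further: purified mutant Fbw7 with reduced substrate affinity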
TEAD-YAP block: TEAD-YAP interaction inhibition | actives 1.4% (n = 640,000) | inhibition, % at 9.12 µM | HEK-TIYL cells, TEAD-Gal4/YAP UAS-luciferase luminescence; in the data active means inhibition above about 32%;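 further: 0% = median of test compound wells and 100% = reference inhibitor wells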
GPR151 ag: human GPR151 activation; Q8TDV0; PathHunter beta-arrestin GPR151 cells, luminescence; activation, % at 11.2 µM; actives 1% (n = 650,000); AID 1508602; in the data active means activation above about 4.9%;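 further: 0% = median of compound wells and 100% = cells with positive control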
Target sequence (Q8TDV0 whole entry, looked up): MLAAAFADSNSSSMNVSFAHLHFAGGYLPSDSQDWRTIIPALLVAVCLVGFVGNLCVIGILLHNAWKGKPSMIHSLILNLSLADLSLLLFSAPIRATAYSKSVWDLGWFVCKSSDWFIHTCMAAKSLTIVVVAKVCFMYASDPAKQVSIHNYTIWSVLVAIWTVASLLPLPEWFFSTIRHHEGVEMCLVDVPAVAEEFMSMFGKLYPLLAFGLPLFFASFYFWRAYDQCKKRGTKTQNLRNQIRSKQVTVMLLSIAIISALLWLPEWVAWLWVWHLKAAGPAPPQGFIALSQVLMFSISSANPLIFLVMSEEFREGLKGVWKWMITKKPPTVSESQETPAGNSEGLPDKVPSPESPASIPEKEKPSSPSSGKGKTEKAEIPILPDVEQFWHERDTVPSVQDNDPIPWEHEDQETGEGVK
* marks the source's active call; other numbers are inactive results; & = joins results of further samples.

Fields: MITF primary	FBW7 activator	TEAD-YAP block	GPR151 ag
1: O=C(Nc1nnc(-c2ccco2)o1)c1cc(-c2ccccc2)nc2ccccc12
    12	-0.2	11	2.1
2: COc1cc(C(=O)Nc2nnc(SCc3ccccc3)s2)c([N+](=O)[O-])cc1OC
    11	-0.1	7	-0.5
3: COc1cc(Cl)c(C)cc1NC(=O)/C(C#N)=C/c1cc(OC)c(O)c(OC)c1
    -9	0.8	10	0.1
4: O=C(OCN1C(=O)c2ccccc2C1=O)c1ccccc1F
    12	0.1	6	-1.5
5: NC(=O)c1ccccc1OCC(=O)Nc1ccc(Br)cc1
    1	-0.2	-86	-0.2
6: Cc1cc(C)c(NC(=O)COc2cccnc2[N+](=O)[O-])c(C)c1
    9	-0.1	2	-0.2
7: Cc1ccc(-n2nc3c(c2NC(=O)c2ccc(S(=O)(=O)N4CCCC4)cc2)CS(=O)(=O)C3)cc1
    -6	0.1	6	-2.0
8: O=C(NCCc1cnc[nH]1)c1cccn2c(=O)c3ccccc3nc12
    6	0.1	15	0.9
9: COc1ccc2nc(NC(=O)c3ccc([N+](=O)[O-])o3)sc2c1
    15	0.1	-13	0.3
10: COC(=O)c1cc(OC)c(OC)cc1NC(=S)Nc1cccc(C(C)=O)c1
    6	-0.2	2	0.6

Profiles as entered above:
`O=C(OCN1C(=O)c2ccccc2C1=O)c1ccccc1F` as listed: MITF primary: 12; FBW7 activator: 0.1; TEAD-YAP block: 6; GPR151 ag: -1.5
`O=C(NCCc1cnc[nH]1)c1cccn2c(=O)c3ccccc3nc12` as listed: MITF primary: 6; FBW7 activator: 0.1; TEAD-YAP block: 15; GPR151 ag: 0.9

(next part)
Fields: MITF primary	FBW7 activator	TEAD-YAP block	GPR151 ag
11: CC1(C2CCN(Cc3ccc4c(c3)Cc3ccccc3-4)CC2)NC(=O)NC1=O (stereo not given)
    -11	-0.1	9	2.3
12: O=C1CCC(CCNCc2cccnc2)N1CCc1ccc(F)cc1 (stereo not given)
    5	-0.3	12	0.1
13: Cc1ccc2nc(NCCNC(=O)c3ccccc3F)c(C#N)cc2c1
    4	0.0	-5	-0.5
14: COC(=O)c1sc(NC(=O)COc2ccc(C)cc2)nc1C
    8	0.1	2	-0.1
15: CC(C)(C)CNC(=O)C(=O)Nc1ccc(Br)cc1
    3	0.6	-41	-0.6
16: O=C(C#Cc1ccccc1)N1CCC2(CC1)CC2C(=O)N1CCN(C2CCCCC2)CC1 (stereo not given)
    4	0.0	0	0.1
17: COc1ccc(OC)c(NC(=O)c2oc3ccccc3c2NC(=O)C2CC2)c1
    12	0.0	1	1.3
18: COc1ccc(CCNc2cc(N3CCN(CCO)CC3)ccc2[N+](=O)[O-])cc1OC
    10	-0.2	64*	2.1
19: CC(NC(=O)c1ccccc1NC(=O)c1ccccc1)C(=O)N1CCN(C)CC1 (stereo not given)
    -21	-0.1	0	0.2
20: COc1cc(/C=C2\SC(=N)N(c3ccc(F)cc3)C2=O)ccc1OCc1ccc(F)cc1
    12	0.1	10	1.2

Among those listed so far, these have a nitro group on carbon:
Fields: MITF primary	FBW7 activator	TEAD-YAP block	GPR151 ag
2: COc1cc(C(=O)Nc2nnc(SCc3ccccc3)s2)c([N+](=O)[O-])cc1OC
    11	-0.1	7	-0.5
6: Cc1cc(C)c(NC(=O)COc2cccnc2[N+](=O)[O-])c(C)c1
    9	-0.1	2	-0.2
9: COc1ccc2nc(NC(=O)c3ccc([N+](=O)[O-])o3)sc2c1
    15	0.1	-13	0.3
18: COc1ccc(CCNc2cc(N3CCN(CCO)CC3)ccc2[N+](=O)[O-])cc1OC
    10	-0.2	64*	2.1

Other structures follow:
Fields: MITF primary	FBW7 activator	TEAD-YAP block	GPR151 ag
21: C=C(C)Cn1c(=O)c2c(nc3n(CC)c(C)c(C)n23)n(C)c1=O
    2	0.0	14	-0.8
22: O=C(CC1CCCC1)Nc1cccc(Br)c1
    -2	0.1	-18	0.6
23: O=c1[nH]c(N2CCCC2)nc2c1CCN(Cc1c(O)ccc3ccccc13)C2
    -6	0.2	-4	-0.6
24: CC1CCCN(Cc2nnnn2C(C)(C)C)C1 (stereo not given)
    5	0.8	22	1.1
25: O=C1CS(=O)(=O)CC(=O)N1c1ccc(Cl)cc1
    12	0.8	2	-0.7
26: NS(=O)(=O)c1ccccc1NC(=S)Nc1ccccc1S(N)(=O)=O
    11	-0.1	2	-0.1
27: O=C(NCc1ccccc1)C1CCC(Cn2c(SCC(=O)N3CCN(c4ccccc4)CC3)nc3ccccc3c2=O)CC1 (stereo not given)
    7	0.0	9	-0.1
28: Cc1c(CNC(C)c2ccccc2)c(C(=O)O)c(C)n1Cc1ccccc1 (stereo not given)
    -12	-0.2	-10	-0.2
29: CC1CCCCN1S(=O)(=O)c1ccc(NC(=O)CN2C(=O)C(=O)c3ccccc32)cc1 (stereo not given)
    11	-0.1	1	-1.1
30: CCCCCC(=O)N/N=C/c1c(F)cccc1Cl
    10	0.4	-17	1.3
31: Cc1ccc(CCNC(=O)C(NS(=O)(=O)c2ccc3c(c2)oc(=O)n3C)C(C)C)cc1 (stereo not given)
    13	-0.1	8	0.3
32: Cc1nc(-c2ccc(F)cc2)cc(N2CCc3ccccc3C2)n1
    12	0.4	-12	0.4
33: COc1cc(Nc2nc(-c3ccc(C(=O)NC4CC4)cc3)nc3c2ncn3Cc2ccc(C(F)(F)F)cc2)cc(OC)c1OC
    6	0.1	6	4.3
34: Cc1nnc(Nc2ccc(Br)cc2)[nH]c1=O
    2	-0.2	1	-0.2
35: CC(C)(O)CNS(=O)(=O)c1ccccc1
    17	0.5	-3	-0.9
36: COc1ccccc1N(CC(=O)Nc1ccc(C)cc1)S(=O)(=O)c1ccc(C)cc1
    7	-0.1	7	-0.9
37: CC1(c2ccc(Cl)cc2)CC(C)(C)N(S(=O)(=O)Cc2ccccc2)c2ccccc21 (stereo not given)
    -2	0.1	-7	2.1
38: Cc1ccc(C(NC(=O)Nc2nccs2)C(Cl)(Cl)Cl)cc1F (stereo not given)
    8	0.5	2	0.0
39: O=C(CSc1nnc2ccc(-c3cccnc3)nn12)N1CCCC1
    -2	0.2	-9	-1.2
40: O=C(Nc1ccccc1C(=O)NCc1ccco1)c1ccc(I)cc1
    7	0.1	-5	1.0
41: COP(=O)(OC)OC1(C2(O)C(=O)Nc3ccccc32)C(=O)Nc2ccccc21 (stereo not given)
    3	0.3	12	-0.3
42: CCOc1cc(C2C(C(=O)N3CCOCC3)=C(C)NC3=C2C(=O)CCC3)cc([N+](=O)[O-])c1O (stereo not given)
    7	-0.1	3	1.2
43: Cc1cc(C)nc(NC(=O)c2ccccc2I)n1
    -17	-0.1	7	0.2
44: COc1ccc(Cl)cc1C(=O)NCCc1ccc(S(=O)(=O)NC(=O)NC2CCCCC2)cc1
    -16&-10&3&18&-12	0.0&-0.1&-0.1&0.0&0.1	0&6	0.0&-0.8&-0.5&-0.7&0.6
45: O=C1N[C@@H](Cc2cnc[nH]2)C(=O)N2CCN(Cc3ccc(F)c(F)c3)C[C@H]12
    -8	0.1	-17	0.1
46: CCOC(=O)C1CCN(C(=O)Cn2cc(C(=O)c3ccccc3)c3ccccc32)CC1
    23	0.9	-3	1.4
47: O=C(Nc1ccc(O)c(C(=O)O)c1)c1cccc(C(=O)Nc2ccc(O)c(C(=O)O)c2)c1
    1	0.0	-1	-6.8
48: CCn1c(SCC(=O)OC)nnc1-c1ccccc1
    -11	-0.3	-2	-0.9
49: c1cncc(CCNc2ccc3ncc(-c4ccc(N5CCOCC5)cc4)n3n2)c1
    -20	0.6	19	0.0
50: O=C(NCc1ccccc1)C(Cc1ccccc1)NS(=O)(=O)c1ccc(Br)cc1 (stereo not given)
    -13	0.1	-4	-0.8
51: CC(Oc1ccccc1)C(=O)NCc1ccc(F)cc1 (stereo not given)
    -1	0.1	5	-0.3
52: O=C(O)c1cccnc1SCc1cccc(Cl)c1
    17	1.2	-7	0.8
53: C=CC[n+]1c(Nc2ccc(NC(C)=O)cc2)sc(C)c1-c1ccccc1
    13	-0.2	33*	0.3
54: COc1ccc(C(C)NC(=O)C23CC4CC(CC(C4)C2)C3)cc1OC (stereo not given)
    -8	0.9	-11	3.2
55: Cc1ccc(S(=O)(=O)N2CCCC2C(=O)n2nc(C)cc2C)cc1 (stereo not given)
    18	0.0	-1	2.3
56: O=C(NC1CC1)c1ccc2c(c1)NC(=O)c1ccccc1N2
    4	0.2	5	-0.1
57: N#CC1=C(N)Oc2n[nH]c(-c3ccccn3)c2C1c1ccccc1F (stereo not given)
    19	-0.6	4	0.8
58: COc1cccc(NC(=O)Cn2cc(C(=O)c3ccccc3)c(=O)c3cc(Cl)ccc32)c1
    1	0.0	-2	-0.1
59: COc1ccc(NC(=S)Nc2ccc(S(=O)(=O)N3CCOCC3)cc2)c(OC)c1
    6	-0.1	5	5.2*
60: CCOC(=O)c1ccc(-n2c(SCC#N)nc3c(sc(=S)n3-c3cccc(OC)c3)c2=O)cc1
    0	-0.2	-2	1.0
61: COc1ccc(Nc2nnc(-c3ccc(C)c(S(=O)(=O)NCCO)c3)c3ccccc23)cc1
    9	-0.2	-13	-2.0
62: COCCN(Cc1cc2ccc(C)cc2[nH]c1=O)C(=O)c1ccccc1
    -4	0.0	3	-1.3
63: COc1ccc(-c2cc(C(F)(F)F)n3nc(C(=O)Nc4ccccc4C)cc3n2)cc1
    -7	0.2	-2	2.0
64: COc1ccc(-c2[nH]c3ccccc3c2C(C[N+](=O)[O-])c2cccs2)cc1OC (stereo not given)
    -4	0.1	-11	-0.1
65: O=C(/C=C/c1ccco1)N1CCN(c2ccccc2)CC1
    18	-0.1	-10	-0.1
66: CCOC(=O)C1C2C=CC3(CN(c4ccccc4)C(=O)C13)O2 (stereo not given)
    0	0.0	-4	0.8
67: COc1ccccc1OCCC(=O)OCC(=O)c1cccc(Cl)c1
    -1	0.0	-8	2.3
68: CN(C)CCNC(=O)C1CCN(c2nc3ccccc3n2C)CC1
    4	-0.2	-5	-0.3
69: COCCN1CCC(CNC(=O)c2ccccc2C)CC1
    -10	-0.1	-14	-0.1
70: CCOCCCNc1c2c(nc3nnnn13)CCCC2
    13	-0.1	4	1.6

Some of the entries so far, in transposed form:
10) COC(=O)c1cc(OC)c(OC)cc1NC(=S)Nc1cccc(C(C)=O)c1
44) COc1ccc(Cl)cc1C(=O)NCCc1ccc(S(=O)(=O)NC(=O)NC2CCCCC2)cc1
Screen / compound no.	10	44
MITF primary	6	-16&-10&3&18&-12
FBW7 activator	-0.2	0.0&-0.1&-0.1&0.0&0.1
TEAD-YAP block	2	0&6
GPR151 ag	0.6	0.0&-0.8&-0.5&-0.7&0.6

Structures from the list above that contain a COOH group (3):
Fields: MITF primary	FBW7 activator	TEAD-YAP block	GPR151 ag
28: Cc1c(CNC(C)c2ccccc2)c(C(=O)O)c(C)n1Cc1ccccc1 (stereo not given)
    -12	-0.2	-10	-0.2
47: O=C(Nc1ccc(O)c(C(=O)O)c1)c1cccc(C(=O)Nc2ccc(O)c(C(=O)O)c2)c1
    1	0.0	-1	-6.8
52: O=C(O)c1cccnc1SCc1cccc(Cl)c1
    17	1.2	-7	0.8

Other records follow.
Fields: MITF primary	FBW7 activator	TEAD-YAP block	GPR151 ag
71: Cc1ccc(C(=O)CSc2nc3c(cc2C#N)CCCC3)cc1
    1	0.2	2	-0.1
72: C=CCN1C(=O)C2CCCN2C1=S (stereo not given)
    3	0.0	5	0.7
73: CC(C)c1nccn1CCC(=O)N1CCCC(c2ccnc3nc(C(F)(F)F)nn23)C1 (stereo not given)
    7	-0.1	6	0.8
74: COc1ccc(Cl)cc1C(=O)Nc1sc2c(c1C(N)=O)CCC(C)C2 (stereo not given)
    2	-0.2	8	0.5
75: CC(C)[C@@H]1NC(=O)[C@H]2CN(Cc3ccsc3)CCN2C1=O
    -4	0.0	-6	-1.3
76: CCOc1cccc(C2CC(c3ccc(Br)cc3)=NC(c3ccc(Cl)cc3)N2)c1O (stereo not given)
    4	0.0	9	-0.2
77: C=CCn1c(SCc2ccccc2)nc2sc3c(c2c1=O)CCc1ccccc1-3
    -2	0.0	1	-0.9
78: COC(=O)[C@@H]1CCCN1C(=O)CC1(c2ccccc2C)CC(=O)N(C2CCCC2)C1=O (stereo not given in full)
    -5	0.7	-40	0.8
79: CCOC(=O)N1CCN(C(=O)c2cnsn2)CC1
    -5	0.0	1	0.0
